Screening results: PubChem, National Center for Advancing Translational Sciences (NCATS)
ATXN viability: Viability Counterscreen for Primary qHTS for Inhibitors of ATXN expression; S2 cells (HEK-293 line with an ATXN2-luciferase reporter) viability, CellTiter-Fluor protease fluorescence, 24 h; Potency, µM (doses to about 56.7 µM), most hits filed as cytotoxic; 0.49% of 400,000 active; further: potency means the concentration at half of the fitted maximal effect; nearly all actives have a fitted effect of over 40% in size
ATXN2 expr inh: Primary qHTS for Inhibitors of ATXN expression | HEK-293 ATXN2-luciferase reporter, luminescence, 24 h | Potency, µM (doses to about 57 µM), without a hit: at the top dose activity change, negative = inhibition, most hits filed as inhibitors | 0.72% of 360,000 active | AID 1745845, 2022; further: potency means the concentration at half of the fitted maximal effect; on the % scale 0 is the no-effect control and ±100 the full control effect; nearly all actives have a fitted effect of over 55% in size
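ATXN2-luciferase reporter cells (luciferase flanked by upstream and downstream ATXN2 gene portions) were treated 24 h at 37 °C with compounds at up to 57 uM. SteadyGlo luminescence gave expression; GF-AFC fluorescence gave viability.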
EPAC2 agonist: qHTS for Agonist of cAMP-regulated guanine nucleotide exchange factor 4 (EPAC2): primary screen; 0.079% of 360,000 active; Potency, µM (titrated, usually from 154 µM), for the others: top-dose activation, most hits filed as activators; EPAC2 activation, biochemical qHTS; response scale: 100% = 6.5 mM cAMP response; Rap guanine nucleotide exchange factor 4 (Homo sapiens), Q8WZA2; AID 720711, 2013; further: potency means the concentration at half of the fitted maximal effect; nearly all actives have a fitted effect of over 50% in size
Target sequence (Q8WZA2 whole entry, looked up): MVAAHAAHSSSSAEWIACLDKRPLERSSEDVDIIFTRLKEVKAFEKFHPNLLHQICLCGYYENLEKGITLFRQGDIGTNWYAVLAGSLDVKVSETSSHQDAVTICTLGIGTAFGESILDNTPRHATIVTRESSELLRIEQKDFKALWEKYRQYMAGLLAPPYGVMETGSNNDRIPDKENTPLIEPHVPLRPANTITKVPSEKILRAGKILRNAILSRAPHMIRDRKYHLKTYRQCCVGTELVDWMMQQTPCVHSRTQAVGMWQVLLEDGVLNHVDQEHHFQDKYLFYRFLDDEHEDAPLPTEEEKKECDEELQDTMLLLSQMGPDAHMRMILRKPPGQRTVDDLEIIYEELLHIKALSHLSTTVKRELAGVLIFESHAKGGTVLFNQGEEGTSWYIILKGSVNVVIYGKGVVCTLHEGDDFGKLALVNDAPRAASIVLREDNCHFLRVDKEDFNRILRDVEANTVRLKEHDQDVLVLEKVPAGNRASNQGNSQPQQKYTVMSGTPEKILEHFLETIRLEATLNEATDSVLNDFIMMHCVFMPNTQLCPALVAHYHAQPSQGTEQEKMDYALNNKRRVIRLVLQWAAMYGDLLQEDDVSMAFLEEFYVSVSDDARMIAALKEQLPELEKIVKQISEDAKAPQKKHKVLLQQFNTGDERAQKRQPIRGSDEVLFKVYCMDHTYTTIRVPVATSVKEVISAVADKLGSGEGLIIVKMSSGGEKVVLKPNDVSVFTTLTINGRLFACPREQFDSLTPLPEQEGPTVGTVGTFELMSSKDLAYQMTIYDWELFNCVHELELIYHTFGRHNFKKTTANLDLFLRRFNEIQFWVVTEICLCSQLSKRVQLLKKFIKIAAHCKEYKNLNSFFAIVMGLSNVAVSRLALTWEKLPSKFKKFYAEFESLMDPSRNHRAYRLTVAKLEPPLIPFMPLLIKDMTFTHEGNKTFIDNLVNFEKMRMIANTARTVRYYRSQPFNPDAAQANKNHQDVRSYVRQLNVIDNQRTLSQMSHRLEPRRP
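Nucleotide exchange monitored as fluorescence drop when BODIPY-GDP leaves Rap1B. Reaction: 100 nM EPAC2, 250 nM RAP1B-BODIPY-GDP, 50 uM GDP, room temperature, kinetic read over 30 min. Activity expressed relative to 6.5 mM cAMP.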
TGFb inhibitor: qHTS for Inhibitors of TGF-b; HepG2 CAGA-GFP TGF-b/SMAD3 reporter, GFP fluorescence, 18 h; TGF-beta stimulated, 500 pg/mL final; Potency, µM (top dose mostly 46.1 µM), for inactives: at the highest dose activity, negative = inhibition, actives largely listed as inhibitors; 1.2% of 410,000 active; further: potency means the concentration at half of the fitted maximal effect; on the % scale 0 is the no-effect control and ±100 the full control effect; nearly all actives have a fitted effect of over 65% in size
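Inhibition of TGF-beta-driven CAGA-GFP reporter expression in HEPG2 cells is measured by cellular GFP fluorescence after 18 h stimulation with 500 pg/mL recombinant TGF-beta in 1% FBS medium at 37 degrees C.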
Nrf2 activator: qHTS of Nrf2 Activators | 0.31% of 410,000 active | AREc32 ARE-luciferase reporter (MCF7-derived line), luminescence, 24 h | Potency, µM (top dose mostly 46.1 µM), for inactives: at the top dose activation, usual class: activators; further: potency means the concentration at half of the fitted maximal effect; % of control where 0% means no effect; nearly all actives have a fitted effect of over 65% in size
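Steps: seed AREc32_Fluc cells (1000/well, 5% FBS OPTI-MEM); incubate overnight at 37 deg C; add 23 nL compound; incubate 24 hr; add Steady-Glo; hold 30 min RT; read luminescence.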
IL-2 act: qHTS of IL-2 Activators; IL-2 activation reporter assay, cell-based qHTS; stimulated with anti-CD3/CD4/CD28 beads; in transgenic mouse T cells; activation, % (series mostly up to about 46 µM); 0.065% of 360,000 active; AID 652025, 2013; in the data active means activation above about 50%; inconclusive means mostly about 30% to 49%; further: 0% is about no effect
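Screening format: compound pinned onto unstimulated transgenic mouse T cells, 60 min incubation, then anti-CD3/anti-CD4/anti-CD28 bead stimulation for 18 hours at 37 degrees C, followed by EGFP and DsRed detection.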
Nrf2 block: Nrf2 qHTS screen for inhibitors | A549 ARE-Fluc reporter, luciferase luminescence, 18-24 h | Potency, µM (titrated, usually from 46 µM), without a hit: at the highest dose activity change, negative = inhibition, most hits filed as inhibitors | 2.1% of 360,000 active | AID 504444, 2011; further: potency means the concentration at half of the fitted maximal effect; on the % scale 0 is the no-effect control and ±100 the full control effect; nearly all actives have a fitted effect of over 60% in size
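In this cell-based qHTS, ARE-driven firefly luciferase in A549 cells reports Nrf2 activity; the luminescent signal after BugLite lysis is the measured value, with a prior CellTiter-Fluor read for cell health.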
A549 tox: Nrf2 qHTS screen for inhibitors: counterscreen for cytotoxicity | A549 ARE-Fluc cells, CellTiter-Fluor viability, 18-24 h | Potency, µM (doses to about 46 µM), without a hit: at the top dose activity change, negative = cytotoxicity, most hits filed as inhibitors | 0.16% of 390,000 active | AID 504648, 2011; further: potency means the concentration at half of the fitted maximal effect; on the % scale 0 is the no-effect control and ±100 the full control effect
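A549 ARE_Fluc cells in 5% FBS OPTI-MEM were exposed to compounds in concentration-response for 18-24 h at 37 deg C. Viability was read by CellTiter-Fluor fluorescence (Ex 405/Em 525) after 30 min, before the luciferase read.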
HepG2 tox: qHTS for Inhibitors of TGF-b: Cytotox Counterscreen. AID 588856, 2011. HepG2 CAGA-GFP viability, ATP luminescence, 18 h. 0.76% of 410,000 active. Potency, µM (series often up to 46.1 µM), for inactives: at the highest dose activity change, negative = cytotoxicity, actives largely listed as cytotoxic; further: potency means the concentration at half of the fitted maximal effect; some results filed as inactive show a strong effect at the top dose
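HepG2 CAGA-GFP cells (1000/well, DMEM with 1% FBS) received compound, then TGF-beta at 500 pg/mL final, and were incubated 18 hours at 37 degrees C. Viability was read by CellTiter-Glo luminescence. Media-only wells were set as complete cell-killing and DMSO as no toxicity.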
* = called active by the depositor; i = inactive; ? = inconclusive; . = not tested or not shown; [ ] = dose if it differs, or a comment. Unless noted, the call rests on the fitted dose curve; in most records, active means well fitted curve in the direction sought with a large enough effect; inconclusive means small, poorly fitted or top-dose-only effect, or another doubt; inactive means no such curve, though single readings can be large; an effect the other way counts as inactive or inconclusive.

SMILES	ATXN viability	ATXN2 expr inh	EPAC2 agonist	TGFb inhibitor	Nrf2 activator	IL-2 act	Nrf2 block	A549 tox	HepG2 tox
CCN(CCCNC(=O)CCn1c(=O)[nH]c2ccccc2c1=O)c1cccc(C)c1	i	-1%	4%	-3%	-0.2%	7.8	-12%	1%	-20%
COc1ccc2c(c1)c1nnc(SCC(=O)N3CCCCC3C)nc1n2C (configuration not stated)	i	6%	-4%	-6%	-0.2%	-1.6	5%	-11%	-2%
Cn1cnnc1SCc1ccc(C(=O)n2ncc(C#N)c2N)cc1	i	3%	2%	4%	0.4%	-0.2	?	?	-3%
COc1ccc(OC)c(S(=O)(=O)NC(C)(C)C)c1	i	-3%	5%	3%	-0.7%	-2.7	1%	3%[1.84 µM]	-10%
Cc1oc(-c2ccc(C(=O)NCc3ccccc3F)cc2)nc1COc1ccccc1	i	-21%	.	-40%	3.8%	.	?	-16%	-17%
CC1CCC(NC(=O)C2CCN(S(=O)(=O)c3ccc4nc5c(c(C(=O)O)c4c3)CC(C)CC5)CC2)CC1 (configuration not stated)	?	.	-10%	14%	0.2%	0.2	1%	-14%	43%
O=C(c1ccc(N2CCCC2=O)cc1)N1CCN(c2ccccc2Cl)CC1	i	-26%	2%	-24%	-0.4%	-0.4	-16%	8%	-20%
N#CCC(=O)Nc1ccc(C(=O)OCC(=O)Nc2cccc(C(F)(F)F)c2)cc1	i	-11%	0%	-2%	0.3%	0.9	-13%	2%	-19%
N=c1n(CCN2CCCCC2)c2ccccc2n1CC(O)c1ccco1 (configuration not stated)	?	-24%	4%	14%	0.4%	-4.3	28%	?	-25%
CCSC1=N/C(=C\c2ccc(C)s2)C(=O)S1	?	-9%	-2%	?	3.8%	-0.5	-7%	-9%	-42%
CC(C)Oc1cccc(C(=O)Nc2ccc3oc(-c4cccc(Cl)c4)nc3c2)c1	i	5%	.	-12%	0.7%	.	?	-2%	-13%
Cc1ccc(S(=O)(=O)N2CCN(c3ccc([N+](=O)[O-])c(Sc4nncn4C)c3)CC2)cc1	i	-18%	5%	-20%	-0.6%[9.22 µM]	-0.5	-12%	-4%	6%
O=C(Nc1ccccc1Cc1ccccc1)c1ccncc1	i	1%	14%	14%	-0.3%	-3.8	7%	4%	6%
CC1Cc2ccccc2N1C(=O)CSc1nnc(C2CC2)n1C (configuration not stated)	?	-12%	-13%	25%	0.2%	0.5	?	0%	15%
COCCCNC(=O)c1c[nH]c2ccc(S(=O)(=O)N3CCC4(CC3)OCCO4)cc2c1=O	i	-6%	4%	0%	0.0%	-2.3	4%	-1%	0%
CSc1ncnc2c1ccn2CC(=O)Nc1ccc(C)c(C)c1	i	-14%	-3%	-14%	0.6%	0.4	-26%	-3%	-18%
C=CCN1C(=O)c2ccc(C(=O)NCC(=O)Nc3c(C)cc(C)cc3C)cc2C1=O	i	.	-11%	17%	0.2%	0.1	6%	-3%	5%
O=S1(=O)CC(O)C(NCc2cccnc2)C1 (configuration not stated)	i	-7%	13%	-6%	-0.2%	-0.3	4%	-3%	2%
O=C(NCC1CCCCC1)C1CCN(C(=O)NC2CCCCC2)CC1	i	-3%	-11%	27%	-0.2%	0.1	8%	3%	-15%
O=C(NNC(=O)C1CCN(Cc2ccc(F)cc2Cl)CC1)Nc1ccc([N+](=O)[O-])cc1	i	.	-3%	-23%	0.3%	0.4	?	-3%	-25%
CCn1ncc(C2C(C(=O)Nc3ccc(C)cn3)=C(C)NC3=C2C(=O)CCC3)c1C (configuration not stated)	i	-14%	8%	4%	-0.5%	-1.8	0%	3%	-14%
Cc1ccc(S(=O)(=O)N(CCC#N)CCN2CCCC2)cc1	i	6%	3%	6%	-0.9%	0.4	5%	0%	-2%
COc1ccc(C(=O)n2nc(C)cc2C)cc1Br	i	0%	-3%	11%	-0.7%	-2.9	19%	-13%	-20%
O=C(O)c1cc(C(=O)C2CCCCC2)c[nH]1	i	4%	0%	-5%	-0.1%[9.22 µM]	-1.3	-6%	1%	-2%
COc1cc(C2N(C)C(=O)c3ccccc3N2C)ccc1O (configuration not stated)	i	1%	2%	5%	0.0%	-2.2	0%	-1%	2%
The listing continues:
SMILES	ATXN viability	ATXN2 expr inh	EPAC2 agonist	TGFb inhibitor	Nrf2 activator	IL-2 act	Nrf2 block	A549 tox	HepG2 tox
O=C(COC(=O)CCc1ccccc1)Nc1cc([N+](=O)[O-])ccc1F	i	5%	13%	-9%	-0.5%	0.4	6%	-2%	1%
Cc1ccccc1-c1cccc([C@@H]2C[C@H]3[C@H](CON3C)CN2S(=O)(=O)c2ccccc2C)c1	?	-25%	2%	-34%	1.1%	-0.6	?	-1%	-24%
COc1ccccc1NC(=O)CSc1nc2[nH]ncc2c(=O)[nH]1	?	6%	3%	-1%	-0.1%	-0.4	9%	-2%	0%
O=C(CN1CCOCC1)Nc1c(-c2ccccc2)c2cc(Br)ccc2[nH]c1=O	i	-6%	7%	-24%	0.1%	-2.1	?	-3%	-1%
O=C(COC(=O)CCC(=O)c1cccs1)Nc1ccc(F)c(F)c1F	i	.	0%	7%	0.5%	0.2	3%	14%	-5%
O=C(Nc1nccs1)c1ccc2ccccc2n1	i	26%	15%	-17%	?	1.3	?	0%	-23%
CCCCN(C)C(=O)c1cc2cc3ccc(OC)cc3nc2o1	i	9%	3%	-18%	0.2%	-3.6	4%	0%	-20%
CCOc1ccc(S(=O)(=O)Nc2ccc3c(c2)N(C(C)=O)CCC3)cc1	.	.	.	-19%	-0.3%	.	.	-7%	-26%
CC1Oc2ccccc2N(CC(=O)N2CCc3ccccc32)C1=O (configuration not stated)	i	-2%	3%	-23%	-0.5%	-0.3	-4%	-2%	-1%
O=C(CN1C(=O)S/C(=C/C=C/c2ccccc2)C1=O)Nc1ccc(C(=O)O)cc1	i	31%	7%	1%	5.3%	0.8	?	-4%	3%
COc1ccc(S(=O)(=O)Nc2ccc3c(c2)C(=O)N([C@H](C)CO)C[C@H](C)[C@@H](CN(C)S(=O)(=O)c2ccc(OC)cc2)O3)cc1	i	-10%	12%	?	3.9%	1.7	-14%	3%	-21%
CC1CCCC(C)N1CCCNC(=O)Cn1ncc2c3ccccc3n(C)c2c1=O (configuration not stated)	i	6%	4%	4%	-0.3%	-1.8	1%	-2%	-6%
C=CCN1C=C2C(=O)C(C)(OC(=O)c3cccs3)C(=O)C=C2C=C1CCCC(=O)OC (configuration not stated)	i	7%	2%	-2%	-0.1%	0.0	-6%	-13%	7%
COCCN(C(=O)c1snc(C(N)=O)c1N)C(C(=O)NC1CCCC1)c1cc(OC)c(OC)c(OC)c1 (configuration not stated)	i	0%	-1%	1%	-0.5%	-2.4	-8%	1%	0%
CN(CCC1CCOCC1)C(=O)CC1C(=O)NCCN1Cc1cccc(F)c1 (configuration not stated)	i	-5%	-7%	30%	0.1%	-2.6	-16%	-6%	6%
O=C(NCC1CCCN1S(=O)(=O)c1cccs1)c1ccc(F)cc1 (configuration not stated)	i	-9%	6%	-5%	0.3%	-0.9	-19%	2%	-41%
CCOC(=O)C1=C(COC(=O)/C=C/c2ccc(OC)c(OC)c2)NC(=O)NC1C (configuration not stated)	i	-4%	9%	7%	16%	-4.1	-14%	-1%	2%
CCCCN1CC(C)(C)Oc2cccc(F)c2S1(=O)=O	i	1%	-1%	-29%	-0.7%	-0.1	4%	8%	5%
C=CCOc1ccc(/C=C/C(=O)Nc2ccc(C(=O)NC)cc2)cc1	i	.	-1%	-1%	0.0%	-2.2	-8%	4%	0%
Cc1cc(C(=O)Nc2c(C)nn(Cc3ccccc3)c2C)on1	i	-3%	12%	?	-0.2%	0.5	-3%	-1%	2%
O=C(NCCCN1CCCCC1)C1CCN(c2ncnc3c2nc2n3CCCCC2)CC1	i	9%	-1%	-12%	-0.4%	-3.3	10%	0%	3%
COc1ccc(C2CC(c3ccccc3OC(C)=O)=NN2C(=O)/C=C/c2ccccc2)cc1OC (configuration not stated)	i	-7%	3%	10µM*	2.6%	-0.2	2%	1%	-21%
O=C(NCc1ccccc1)NS(=O)(=O)c1ccccc1Cl	i	0%	-6%	-2%	0.0%	1.7	-8%	-6%	4%
Cc1ccccc1Nc1c(-c2ccccn2)nc2ccccn12	?	.	2%	?	5.9%	-0.5	?	-19%	-67%
CSc1ccc(Cl)c(C(=O)NNC(=O)c2cccs2)c1	i	3%	7%	8%	4.9%	-0.5	?	-6%	1%
Cc1[nH]c2ccccc2c1C(=O)/C=C/c1ccccc1	i	69%[activator]	2%	?	?	0.9	.	-11%	-28%
O=C(CSC1=NCCS1)Nc1nc2ccccc2s1	i	48%[activator]	13%	-23%	?	-2.8	15%	-1%	-32%

Structures listed so far marked active in TGFb inhibitor.
structure	EPAC2 agonist	TGFb inhibitor	IL-2 act	Nrf2 block
COc1ccc(C2CC(c3ccccc3OC(C)=O)=NN2C(=O)/C=C/c2ccccc2)cc1OC (configuration not stated)	3%	10µM*	-0.2	2%

Whole records, quoted from the list. Order of screens: ATXN viability	ATXN2 expr inh	EPAC2 agonist	TGFb inhibitor	Nrf2 activator	IL-2 act	Nrf2 block	A549 tox	HepG2 tox
Cc1cc(C(=O)Nc2c(C)nn(Cc3ccccc3)c2C)on1 across the screens: i	-3%	12%	?	-0.2%	0.5	-3%	-1%	2%
CCOc1ccc(S(=O)(=O)Nc2ccc3c(c2)N(C(C)=O)CCC3)cc1 across the screens: .	.	.	-19%	-0.3%	.	.	-7%	-26%
COc1ccc(C2CC(c3ccccc3OC(C)=O)=NN2C(=O)/C=C/c2ccccc2)cc1OC (configuration not stated) across the screens: i	-7%	3%	10µM*	2.6%	-0.2	2%	1%	-21%
